Source: PubChem
PKA-R2B activ: activators of PKA-R2B holoenzyme, primary screen, biochemical, fluorescence polarization, Cy5-IP20, human | AID 504700, 2011 | PKA-R2B holoenzyme dissociation; R2B truncated from residue 108, S112A mutant; 0% DMSO only, 100% 113 µM cGMP | hit rate 0.079% among 340,000 | cAMP-dependent protein kinase catalytic subunit beta (Homo sapiens) + cAMP-dependent … | activation, % at 11.4 µM;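 active = activation above a cutoff set at the mean over all compounds plus 3 SD, cut at about 18% in these data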;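 note: higher means more holoenzyme dissociation and a rise in polarization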
Mot1-301 SUMO: yeast Mot1-301 growth rescue at high temperature, primary screen, SUMOylation pathway inhibitor project, S. cerevisiae, ATP luminescence, 38.5C. S. cerevisiae Mot1-301 growth rescue; percent above DMSO median, 100 means doubled. AID 2716, 2010. hit rate 1% among 320,000. growth rescue, % at 18.8 µM;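 active = every valid replicate shows activation above 250% relative to neutral control wells; inactive = the rest, any valid replicate at or below 250%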;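 note: OY570 slx delta 5 strain wells were the positive control but not used for scaling; some compounds called inactive have numbers as strong as hits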
Tat export inh: E. coli Tat export inhibitors, primary screen, MC4100, TorA-mCherry reporter, fluorescence, single point; inhibition, % at 10 µM; hit rate 0.036% among 340,000;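 active = mean replicate inhibition at least 50% and at least half of replicates individually reaching 50%; inconclusive = only one of the two criteria met; inactive = neither criterion met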;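 note: exported cargo escapes ClpAP degradation while cytoplasmic cargo is degraded and loses fluorescence; 0% = median of neutral control wells and 100% = median of NaSCN control wells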
HTR5A inv ag: HTR5A inverse agonists in luminescence cell assay, primary screen, counter-screen for OPRM1-OPRD1 heterodimer inverse agonist project, full-deck HTS; 5-hydroxytryptamine receptor 5A (Homo sapiens), P47898; HTR5A cell line, inverse agonism; inhibition, % at 9.3 µM; hit rate 0.083% among 340,000; in the data active = inhibition mostly above about 23%, no sharp cut-off; inactive = mostly below about 18%;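 note: 0% = cells with DMSO and 100% = no-cell wells with DMSO; some compounds called inactive have numbers as strong as hits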
PKA-R1A act: activators of PKA-R1A holoenzyme, primary screen, biochemical, fluorescence polarization, Cy5-IP20, bovine R1A, mouse PKAc; PKA-R1A dissociation; scaled: DMSO 0%, 113 µM cGMP 100%; activation, % at 11.4 µM; hit rate 0.083% among 340,000; AID 504707, 2011;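 active = percent activation above the mean of all tested compounds plus 3 SD, cut at about 19% in these data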;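 note: higher means more PKAc released from R1A so a rise in polarization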
CDK5 p35 inh: inhibitors of human CDK5/p35 kinase, primary screen, biochemical, single concentration; AID 488839, 2010; Cyclin-dependent kinase 5 (Homo sapiens) + Cyclin-dependent kinase 5 activator 1 (Homo …; inhibition, % at 10 µM; hit rate 0.01% among 330,000; Recombinant CDK5/p35, ADP-Glo luminescence, 60 min;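 active = highest replicate inhibition of at least 50% and at least 75% of replicates reaching 50%; inconclusive = only one of the two criteria met; inactive = both criteria failed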;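 note: plate controls were DMSO neutral control for no effect and GW8510 at 10 µM for full effect; many of its hits are not listed in these tables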
Target sequence (Q00535 whole entry, looked up): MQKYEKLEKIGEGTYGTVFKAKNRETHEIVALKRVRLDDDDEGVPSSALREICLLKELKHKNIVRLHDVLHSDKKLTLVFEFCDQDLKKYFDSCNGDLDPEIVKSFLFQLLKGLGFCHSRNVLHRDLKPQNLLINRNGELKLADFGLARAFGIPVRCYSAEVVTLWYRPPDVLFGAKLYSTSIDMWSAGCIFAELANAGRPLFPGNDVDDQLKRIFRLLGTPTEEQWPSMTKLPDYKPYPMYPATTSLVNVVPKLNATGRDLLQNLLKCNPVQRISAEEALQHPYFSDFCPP
Target sequence (Q15078 whole entry, looked up): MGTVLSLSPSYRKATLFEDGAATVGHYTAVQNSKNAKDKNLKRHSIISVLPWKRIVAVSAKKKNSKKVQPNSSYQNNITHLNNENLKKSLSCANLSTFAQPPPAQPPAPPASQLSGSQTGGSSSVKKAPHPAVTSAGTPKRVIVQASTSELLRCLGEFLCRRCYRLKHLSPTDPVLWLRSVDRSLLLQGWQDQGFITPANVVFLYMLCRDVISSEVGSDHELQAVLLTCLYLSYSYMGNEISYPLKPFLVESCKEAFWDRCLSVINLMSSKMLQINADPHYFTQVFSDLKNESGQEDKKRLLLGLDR
Ecoli viability: E. coli V3065 growth inhibition, primary screen, counter-screen for AddAB inhibitor project, absorbance, OD600. 18 h. AID 449728, 2010. hit rate 0.27% among 330,000. inhibition, % at 11.9 µM;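 active = inhibition above the campaign's mean inhibition across all tested compounds plus 3 SD, cut at about 9.9% in these data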;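 note: uninfected addAB+ strain grown without phage in ampicillin broth; 0% = DMSO wells and 100% = ciprofloxacin 0.95 µg/ml wells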
DAGLB inh: DAGLB lipase inhibitors, primary screen, biochemical, fluorescence, HTS. AID 504411, 2011. inhibition, % at 5.17 µM. Diacylglycerol lipase-beta (Homo sapiens), Q8NCG7. hit rate 0.059% among 340,000. HEK293T DAGLB membrane lysate, EnzChek fluorogenic substrate; in the data active = inhibition above about 34%;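 note: 0% = enzyme with vehicle and 100% = wells lacking enzyme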
AddAB inh: growth inhibition of E. coli expressing H. pylori AddAB, primary screen, AddAB inhibitor project, absorbance; hit rate 0.29% among 330,000; inhibition, % at 11.9 µM; in the data active = inhibition above about 12%;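 note: 0% = vehicle wells of infected cells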
phage Ecoli inh: growth loss of phage-infected E. coli, primary screen, RecBCD inhibitor project, absorbance, with phage, HTS; inhibition, % at 11.9 µM; hit rate 0.26% among 360,000; in the data active = inhibition above about 11%
HTR5A ag ctr: HTR5A agonists in luminescence cell assay, primary screen, counter-screen for OPRM1-OPRD1 heterodimer agonist project, full-deck HTS; 5-hydroxytryptamine receptor 5A (Homo sapiens), P47898; cell-based; activation, % at 9.3 µM; hit rate 0.61% among 340,000; in the data active = activation mostly above about 9.5%, no sharp cut-off; inactive = mostly below about 7.6%;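 note: 0% = cells with vehicle only and 100% = reference agonist; strong numbers were not always called active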
* hit, by the source's call; ? = inconclusive; · = not tested or not shown.

molecule	HTR5A ag ctr	Mot1-301 SUMO	Tat export inh	AddAB inh	phage Ecoli inh	PKA-R1A act	HTR5A inv ag	PKA-R2B activ	CDK5 p35 inh	DAGLB inh	Ecoli viability
CCOC(=O)C[C@H]1c2ccc(C(F)(F)F)cc2S(=O)(=O)N1Cc1ccccc1	0	17	0	0.4	4.5	6	1	-6	1.5	-4	0.2
O=C(/C=C/c1cccs1)Nc1ccc(S(=O)(=O)Nc2ncccn2)cc1	0	-15	3	1.3	1.1	0	-44	10	0.2	3	4.0
CCOC(=O)Cn1nnnc1CN(Cc1ccc(OC)cc1)Cc1cc2cc(C)cc(C)c2[nH]c1=O	2	-8	4	1.3	0.3	3	-9	8	0.0	-1	0.5
CC(C)c1ccc(NC2CCCN(C(=O)CN3C(=O)CSC3=O)C2)cc1 (stereo unspecified)	-1	-9	-4	1.7	3.2	-6	-11	-2	0.0	-1	-2.3
CCOC(=O)c1sc(=S)n(-c2ccc3c(c2)OCO3)c1N	4	11	7	3.2	1.0	9	-31	-1	1.0	0	1.3
O=C(CCNC(=O)C1CCN(S(=O)(=O)c2ccc(F)cc2)CC1)NCc1ccc(F)cc1	1	-16	-3	-0.5	1.1	-2	0	-18	0.5	1	-0.2
CC(=O)c1ccc(NC2OC(C)C(O)C(O)C2O)cc1 (stereo unspecified)	6	-2	-2	1.2	1.1	-2	-43	7	0.7	1	1.1
O=[N+]([O-])c1cccc(S(=O)(=O)/N=C(/Nc2ccccc2)c2ccccc2)c1	0	4	-1	0.2	2.4	-8	2	-8	-0.6	-2	-1.2
CCOCCCNS(=O)(=O)c1ccc(NC(=O)Cc2c(F)cccc2Cl)cc1	-4	0	14	2.6	4.3	-16	11	5	-1.1	-3	0.1
CC(CSc1n[nH]c(=S)s1)c1ccccc1 (stereo unspecified)	-1	·	-17	·	1.8	1	5	-7	3.4	7	·
CNC(=O)COC(=O)CNC(=O)c1cc(Cl)cc([N+](=O)[O-])c1	-6	3	-9	0.6	3.2	-13	12	-9	-1.4	-3	2.2
O=C(CNC(=O)c1ccco1)NCCCc1ccccc1	6	65	-2	2.4	-1.5	-2	11	1	0.6	1	0.7
CCOc1ccc(NS(=O)(=O)c2ccc3[nH]cc(C(=O)NC(C)CC)c(=O)c3c2)cc1 (stereo unspecified)	2	4	8	2.7	0.5	-8	8	-6	0.9	1	0.3
COc1ccc2nc(C(F)(F)C(F)(F)F)c(C#N)c(N)c2c1	2	303	-5	1.8	5.8	-7	-15	-13	0.8	-2	-2.4
COc1ccccc1CN1CC(C(=O)NCCc2ncccc2C)CCC1=O (stereo unspecified)	3	·	-17	·	2.2	4	-14	3	·	-2	·
COC(=O)c1ccc(Cl)cc1NC(=O)/C=C/c1ccc(C)o1	1	-16	?	-0.1	2.3	-5	-3	2	1.5	-1	0.9
CCOc1ccc(OCCNC(=O)C(NC(=O)c2c(F)cccc2F)C(C)C)cc1 (stereo unspecified)	-3	-14	-3	3.1	0.8	-5	8	1	-0.6	0	-1.0
O=C1CC(N(Cc2cccs2)C(=O)Nc2ccccc2)C(=O)N1c1ccc(Cl)cc1 (stereo unspecified)	-1	0	-1	2.5	2.4	0	3	-7	0.7	-4	1.4
Cc1ccc(Sc2ccc(NC(=O)CCN3C(=O)NC4(CCCC4)C3=O)cc2)c(C)c1	3	1	11	-0.4	2.4	-7	-6	-5	1.3	-1	-1.8
CCN(CC)C(=O)Cn1nc(-c2ccncc2)nc1SCC(=O)Nc1ccc(OC)cc1	-1	1	0	3.6	0.8	-6	-5	-2	-0.7	-2	-0.9
Cc1nn(CC(O)COc2ccc3c(c2)CCC3)c(C)c1Br (stereo unspecified)	8	-4	6	3.0	4.1	-11	-21	-3	-0.4	-11	1.3
COCC(=O)N1CCC(Oc2ccc(C(=O)N3C[C@@H](C)O[C@@H](C)C3)cc2)CC1	1	144	-3	-1.4	-1.2	-3	4	9	-1.1	1	-1.4
Cc1c(C(=O)O)sc2nc(/C=C/c3ccccc3OC(F)F)[nH]c(=O)c12	8	-36	0	1.2	-1.8	2	-25	4	-0.7	1	-0.8
CC/C(=N/O)c1cnnc(SC)n1	-2	-7	-4	1.6	0.1	5	-16	-2	3.9	-1	1.8
C=CCN1CC(=O)N2Cc3[nH]c4ccccc4c3C[C@H]2C1=O	4	-16	1	0.6	1.2	3	-15	3	0.8	-4	0.5
CCOc1ccc2nc(SCC(=O)c3ccc(Cl)s3)sc2c1	5	29	-14	2.2	2.5	-5	-11	-4	0.0	-11	-1.0
Cc1cc(CNC(=S)Nc2ccc(S(=O)(=O)Nc3ncccn3)cc2)nn1C	0	-5	7	-0.2	-0.4	-12	0	-1	0.5	-1	-0.7
COC(=O)c1cc(NC(=O)Cn2c(=O)oc3ccccc32)cc(C(=O)OC)c1	9	8	-8	4.0	3.0	-3	-26	-4	-0.5	-1	0.2
Cn1nc(-c2ccccc2)c(C(O)c2ccccc2C(F)(F)F)c1Cl (stereo unspecified)	-1	-11	1	-1.1	3.3	-4	3	1	-2.3	-3	0.1
COc1ccc(C(=O)N2N=C(c3cccc(NS(C)(=O)=O)c3)CC2c2cccs2)cc1 (stereo unspecified)	0	-4	-4	-2.2	-0.6	-4	1	-4	0.0	1	1.4
C/C(=N\NC(=O)c1ccc(Cn2cc(Br)cn2)o1)c1ccc(NC(=O)c2ccoc2C)cc1	5	·	3	·	0.8	-15	5	-10	2.7	-3	·
CCCCCCOC(=O)CCn1[nH]c(=O)c2ccccc2c1=O	4	-9	14	4.0	4.0	1	18	1	-5.0	1	0.6
CN(C)[C@@H]1CCC[C@H]1OC(=O)C(c1ccccc1)c1ccccc1	0	-5	-1	4.2	3.3	-9	-5	2	-0.5	-2	-0.9
CCN(CC)C(=O)c1cn(-c2cccc(OC)c2)c(=O)c2ccccc12	-2	1	-3	0.7	1.4	-5	8	0	0.1	1	-3.8
CC(C)(C)C(=O)Nc1nnc(CC(=O)NCc2ccccc2)s1	1	-10	0	2.6	3.9	0	-3	-10	-1.0	1	1.6
Cc1cccc(-c2ncc(CN3CCN(CCC(C)C)C(CCO)C3)cn2)c1 (stereo unspecified)	4	11	-2	2.8	2.5	-3	-11	-14	-1.0	0	-2.4
COc1ccc2oc(C(=O)NCC(c3ccco3)N(C)C)c(C)c2c1 (stereo unspecified)	-1	1	-19	-0.2	2.5	-12	12	4	0.2	1	-2.3
CNC(=O)C1CC(=O)N(c2ccc(OCC(=O)Nc3ccccc3C)cc2)C1 (stereo unspecified)	-5	·	0	·	0.5	-4	12	5	1.8	3	·
Cc1nn(C)c(C)c1S(=O)(=O)N1CCC(C(=O)Nc2ccc3c(c2)OCCO3)CC1	-3	-12	-2	3.6	2.7	-18	7	-8	2.6	-4	1.7
COc1ccccc1C(=O)Nc1nnc(SCC(=O)NCC2CCCO2)s1 (stereo unspecified)	2	-6	5	-0.1	1.0	-4	16	-2	-1.3	0	-1.4
O=C(N/N=C/c1cc2ccccc2nc1Cl)/C(=C/c1cccs1)NC(=O)c1ccccc1	4	0	-1	-0.6	4.3	2	5	4	0.4	1	-4.2
N=c1oc2cc(O)ccc2cc1C(=O)Nc1nc2ccccc2s1	3	2	-7	8.2	5.2	-4	-8	-14	-0.3	-7	3.0
Cc1ccc(OCC(=O)N/N=C/C=C/c2ccco2)c(Br)c1	5	·	-1	·	-0.2	-8	-8	-2	-1.7	3	·
COC(=O)/C=C1/SC(=NC(=O)c2ccc(OC)cc2)NC1=O	-2	-9	-2	1.5	0.2	4	-18	4	2.5	4	0.8
CCc1c(C#N)c(SCCC(=O)Nc2ccc(F)cc2)nc2c1C(=O)CC(C)(C)C2	8	5	3	2.2	3.1	2	-23	-12	1.7	-9	3.4
CC(Sc1nnc(COc2ccc([N+](=O)[O-])cc2)n1-c1ccccc1)C(=O)O (stereo unspecified)	-2	7	-1	-1.3	·	4	4	8	1.4	-1	-1.5
Cn1c(CCC(N)=O)nnc1SCC(=O)Nc1cc(S(=O)(=O)N2CCCC2)ccc1Cl	0	·	-8	·	-0.1	4	-18	2	-0.9	1	·
Cc1cc(C)n2nc(C(=O)Nc3ccn(Cc4ccccc4C)n3)cc2n1	2	-12	-7	-0.9	-0.1	-3	-30	9	1.4	-1	-0.4
O=C(COC(=O)c1c(F)cccc1F)Nc1ccccc1OC(F)F	-1	-9	0	3.8	1.4	0	2	-11	-1.5	-7	1.1
